HGIII-sPLA2 inh = human group III sPLA2 inhibitors, primary screen, biochemical, QFRET, BODIPY PC-A2 liposome substrate | Group 3 secretory phospholipase A2 (Homo sapiens), Q9NZ20 | QFRET BODIPY PC-A2 liposome hydrolysis, fluorescence | inhibition, % at 12.2 µM | 370,000 compounds, 0.56% hits;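 active means inhibition above mean plus 3 SD of compounds lying within the high and low control bounds, cut at about 19% in these data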;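 further: 0% = median of test compound wells and 100% = no enzyme DMSO wells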
Target sequence (Q9NZ20 whole entry, looked up): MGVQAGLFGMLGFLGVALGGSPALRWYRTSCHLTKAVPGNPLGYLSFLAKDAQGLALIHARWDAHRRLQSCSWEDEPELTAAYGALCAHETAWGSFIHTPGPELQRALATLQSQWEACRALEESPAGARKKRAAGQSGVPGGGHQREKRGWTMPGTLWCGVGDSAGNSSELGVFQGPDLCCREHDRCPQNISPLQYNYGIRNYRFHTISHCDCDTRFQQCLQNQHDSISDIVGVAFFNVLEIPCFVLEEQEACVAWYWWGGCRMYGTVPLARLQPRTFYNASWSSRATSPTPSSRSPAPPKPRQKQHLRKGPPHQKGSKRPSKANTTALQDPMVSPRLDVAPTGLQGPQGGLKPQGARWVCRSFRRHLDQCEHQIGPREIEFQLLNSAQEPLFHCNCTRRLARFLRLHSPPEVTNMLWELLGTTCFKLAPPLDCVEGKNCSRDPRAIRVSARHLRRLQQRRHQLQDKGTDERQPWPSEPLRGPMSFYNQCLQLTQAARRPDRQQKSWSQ
NPR1 activator = GC-A stimulated cGMP production enhancers – HEK293 GC-A cells, cGMP TR-FRET, EC30 ANP, primary screen; Atrial natriuretic peptide receptor 1 (Homo sapiens), P16066; 0% at EC30 ANP, 100% saturating ANP; activation, % at 10 µM; 370,000 compounds, 0.14% hits; in the data active means activation above about 40%
hgDAF12 agonist = H. glycines DAF-12 receptor agonists, primary screen, cell-based, luminescence, HEK293, GAL4 fusion, UAS-luciferase | Nuclear hormone receptor DAF-12 (Heterodera glycines), GAL4 fusion | HEK293 GAL4-hgDAF12 UAS-luciferase reporter, agonist luminescence; normalized to butyrate control | activation, % at 6.8 µM | 370,000 compounds, 1.8% hits | AID 687014, 2013;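 active means activation above a cutoff set at the mean of all screened compounds plus 3 SD, cut at about 10% in these data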;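 further: 0% = DMSO wells and 100% = sodium butyrate wells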
FXN GAA850 act = FXN promoter activators, primary screen, cell-based, luciferase luminescence, HEK293 lucGAA850 | HEK293 lucGAA850 FXN promoter luciferase reporter, 24 h; percent of 10 µM SAHA response | activation, % at 6 µM | 360,000 compounds, 0.56% hits;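 active means activation above the average of all compounds screened plus 3 SD, cutoff fixed separately per campaign, cut at about 7.5% in these data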;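 further: 0% = DMSO wells and 100% = 10 µM SAHA wells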
ssDAF12 agonist = S. stercoralis DAF-12 nuclear receptor activators, primary screen, cell-based, luminescence, HEK293, GRIP1 co-expression, lit1-tk-luc. activation, % at 6.8 µM. AID 652126, 2013. Nuclear hormone receptor DAF-12 (Strongyloides stercoralis). HEK293 ssDAF-12/GRIP1 lit1-tk-luc reporter; % of 3 µM dafachronic acid response. 370,000 compounds, 1% hits;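 active means activation above the mean over all tested compounds plus 3 SD, cut at about 0.9% in these data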;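 further: 0% = DMSO-only wells and 100% = 3 µM delta7-dafachronic acid wells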
hcDAF12 agonist = H. contortus DAF-12 nuclear receptor activators, primary screen, cell-based, luminescence, HEK293, lit1-tk-luc reporter; HEK293 hcDAF-12 lit1-tk-luc reporter; 0% DMSO, 100% Δ7-dafachronic acid; activation, % at 6.8 µM; 370,000 compounds, 1.4% hits;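 active means activation above the mean of all tested compounds plus 3 SD, cut at about 5.5% in these data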;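 further: 100% = response to 3 µM Δ7-dafachronic acid high control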
SMARCA2 act = SMARCA2 (BRM) function activators, primary screen, cell-based, luminescence, high throughput | MG213 cells, MMTV-luciferase reporter, dexamethasone, overnight | activation, % at 9.1 µM | 370,000 compounds, 1% hits; in the data active means activation above about 7.8%;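 further: 0% = vehicle wells and 100% = reference activator wells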
NPR2 activator = human GC-B receptor activators, primary screen, HEK293 GC-B cells, cGMP TR-FRET, EC30 CNP | Atrial natriuretic peptide receptor 2 (Homo sapiens), P20594 | 0% at EC30 CNP, 100% saturating CNP | activation, % at 10 µM | 370,000 compounds, 0.11% hits;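 active means activation at 10 µM reaching about 35% in either raw or pattern-adjusted values, limit read from the data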
ADAM10 inh = human ADAM10 inhibitors, primary screen, biochemical, QFRET, HTS; recombinant ADAM10, EDANS/DABCYL FRET peptide cleavage, 3 h; inhibition, % at 7 µM; 370,000 compounds, 0.62% hits; AID 720582, 2013;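 active means inhibition above a per-campaign cutoff equal to the mean of compounds falling between control-based bounds plus 3 SD, cut at about 20% in these data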;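 further: 0% = DMSO wells while the 100% control is not disclosed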
Target sequence (O14672 214-748 limits assumed): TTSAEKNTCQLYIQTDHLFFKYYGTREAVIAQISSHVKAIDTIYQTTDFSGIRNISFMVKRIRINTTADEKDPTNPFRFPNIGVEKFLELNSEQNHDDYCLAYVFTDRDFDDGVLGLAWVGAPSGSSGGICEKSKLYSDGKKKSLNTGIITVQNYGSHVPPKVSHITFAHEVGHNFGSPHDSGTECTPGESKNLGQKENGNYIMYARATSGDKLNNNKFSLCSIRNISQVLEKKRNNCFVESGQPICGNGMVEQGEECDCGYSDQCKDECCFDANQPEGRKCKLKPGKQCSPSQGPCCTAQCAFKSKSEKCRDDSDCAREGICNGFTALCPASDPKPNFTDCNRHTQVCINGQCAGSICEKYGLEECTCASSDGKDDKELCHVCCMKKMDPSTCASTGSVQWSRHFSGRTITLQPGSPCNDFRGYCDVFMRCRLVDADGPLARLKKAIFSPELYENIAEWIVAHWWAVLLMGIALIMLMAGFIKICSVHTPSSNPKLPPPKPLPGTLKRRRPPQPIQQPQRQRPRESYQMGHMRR
DAX1 inh-1 = DAX1 (NR0B1) inhibitors, primary screen, cell-based, HEK293, Gal4-DAX1, luciferase luminescence. Nuclear receptor subfamily 0 group B member 1 (Homo sapiens), P51843. HEK293 Gal4-DAX1 luciferase reporter. inhibition, % at 6.75 µM. 340,000 compounds, 0.99% hits. AID 504766, 2011;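 active means inhibition above the mean over all tested compounds plus 3 SD, cut at about 4.2% in these data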;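 further: 0% = DAX1-transfected cells with DMSO and 100% = empty-vector control cells with DMSO; inhibition shows as a rise in luminescence from relieved DAX1 repression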
DAX1 inh-2 = DAX1 (NR0B1) inhibitors on StAR promoter, primary screen, cell-based, luminescence, SF-1 (NR5A1), full-length DAX-1; HEK293T StAR-luciferase reporter, SF-1/DAX-1 repression relief; inhibition, % at 6.8 µM; 370,000 compounds, 1.1% hits; AID 652010, 2013;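 active means inhibition above the mean over all tested compounds plus 3 SD, cut at about 3.6% in these data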;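 further: 0% = DAX-1 cells with DMSO and 100% = cells lacking DAX-1 with DMSO; higher inhibition means more luminescence from relief of DAX-1 repression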
* = called active by the depositor; i = inactive; / = not tested or not shown.

SMILES | HGIII-sPLA2 inh | NPR1 activator | hgDAF12 agonist | FXN GAA850 act | ssDAF12 agonist | hcDAF12 agonist | SMARCA2 act | NPR2 activator | ADAM10 inh | DAX1 inh-1 | DAX1 inh-2
Fc1cccc(Nc2ncnc3[nH]ncc23)c1 | -6 | 2 | 3.4 | 0.5 | -1.4 | -2.0 | 1 | 1 | 0 | -1.3 | -0.4
CSc1nc(C(=O)N2CCCC(Nc3ccc(C)c(C)c3)C2)cs1 (stereo unspecified) | 3 | -5 | -0.3 | -1.7 | -1.3 | -2.2 | -1 | -2 | -3 | -0.3 | -0.4
c1cc(-c2noc(CCC3CCCC3)n2)ccn1 | 7 | 5 | 1.4 | 1.0 | -0.1 | 0.7 | -1 | 2 | -1 | 1.4 | -0.5
CC(=O)c1ccc(S(=O)(=O)N(C)CCCC(=O)N(C)Cc2c(F)cccc2Cl)cc1 | -1 | 3 | -2.9 | 3.0 | -1.2 | 1.1 | -2 | -1 | -3 | -0.9 | -0.6
CCN(CC)C(=O)C(Cc1ccccc1)N1C(=O)c2ccccc2C1=O (stereo unspecified) | -10 | -12 | 1.1 | 1.1 | -1.4 | -0.3 | 0 | -8 | -5 | 2.9 | -0.9
COc1ccc(-c2csc(N3CCC(C(N)=O)(N4CCCCC4)CC3)n2)cc1 | 10 | -1 | -3.3 | -0.9 | -2.1 | -2.7 | -4 | 1 | -8 | -1.5 | -1.7
CCOC(=O)C1CCN(C(=O)COc2ccc(N(C)S(=O)(=O)c3cccs3)cc2)CC1 | -2 | -4 | -0.2 | -0.6 | -0.8 | -1.2 | 1 | -3 | -4 | 0.6 | 0.1
O=C(CSc1nnc(Nc2ccccc2F)s1)Nc1cccc(S(=O)(=O)N2CCCCC2)c1 | -22 | -2 | 2.5 | -0.7 | -1.6 | -1.3 | -2 | -1 | 18 | -1.2 | 0.1
CCCCOc1nc2ccccc2nc1NS(=O)(=O)c1ccc(F)cc1 | -12 | -1 | 2.6 | -2.8 | -1.8 | 1.2 | 2 | -3 | -5 | -0.4 | 0.3
CCCCC(CC)C(=O)Nc1ccc(C)c(O)c1 (stereo unspecified) | -6 | -1 | -0.9 | -0.7 | -1.2 | -0.8 | 0 | -1 | -6 | -0.4 | -0.1
O=C(O)c1cccc(S(=O)(=O)N(Cc2ccccc2)c2ccccc2)c1 | -8 | -2 | -2.7 | 0.5 | -1.1 | -0.9 | -1 | -4 | 3 | 0.7 | 1.1
CC(C)(C)NC(=O)CCc1ncc(C(F)(F)F)cc1Cl | 2 | -1 | -4.1 | -0.5 | -1.3 | -1.1 | -1 | 1 | 3 | 0.7 | 0.1
O=C(N/N=C/c1ccccn1)c1cc(C2CC2)[nH]n1 | 1 | 0 | 10 | 7.6* | -1.0 | 1.2 | 3 | 4 | 1 | 0.8 | 1.1
CCOc1ccccc1NC(=O)COC(=O)c1ccc2ccccc2n1 | 14 | 0 | 0.0 | 1.5 | -1.3 | 2.0 | -4 | -2 | -3 | -0.6 | 1.0
Cc1ccc(Cl)cc1-c1cc(C(=O)NCC2CCCCC2)[nH]n1 | 4 | 7 | -1.5 | 1.3 | -1.5 | -1.9 | -3 | 4 | -6 | / | -0.3
CC(C)(C)OC(=O)NCCCCCNC(=O)c1nc[nH]c1C(=O)NCC(=O)OCc1ccccc1 | -11 | 4 | -3.9 | -5.7 | -1.9 | -2.2 | -1 | 8 | 14 | -2.3 | -1.5
O=C(c1ccccc1Br)N1CCc2c([nH]c3ccccc23)C1 | -32 | 2 | -1.3 | -0.8 | -1.6 | -1.3 | -2 | 1 | 2 | -0.2 | 0.0
COc1ccc(N2C3=C(C(=O)CC(C)(C)C3)C(c3cnn(C)c3)C3=C2CC(C)(C)CC3=O)cc1 | -4 | -3 | -0.3 | 0.5 | -1.9 | 2.2 | 0 | -5 | i | 1.1 | 0.2
COc1ccc(OC)c(CCNC(=O)CCn2ccc3cc(S(=O)(=O)N4CCCC4)ccc32)c1 | -7 | -2 | -2.2 | 4.0 | -1.3 | -1.9 | 1 | -3 | 3 | 1.0 | -3.4
Cc1csc(SCC(=O)Nc2ccc3[nH]c(=O)[nH]c3c2)n1 | -2 | 0 | -2.0 | 1.0 | -1.1 | 1.0 | 2 | 0 | -3 | 0.6 | -0.8

Some of these compounds in order of the NPR1 activator value, smallest number first.
SMILES | NPR1 activator
O=C(O)c1cccc(S(=O)(=O)N(Cc2ccccc2)c2ccccc2)c1 | -2
O=C(c1ccccc1Br)N1CCc2c([nH]c3ccccc23)C1 | 2
Cc1ccc(Cl)cc1-c1cc(C(=O)NCC2CCCCC2)[nH]n1 | 7

The results go on:
SMILES | HGIII-sPLA2 inh | NPR1 activator | hgDAF12 agonist | FXN GAA850 act | ssDAF12 agonist | hcDAF12 agonist | SMARCA2 act | NPR2 activator | ADAM10 inh | DAX1 inh-1 | DAX1 inh-2
CCC(C#CCN1CCOCC1)(CC)OCCC#N | 2 | 1 | -1.1 | 2.2 | -1.3 | -1.4 | -1 | 0 | -3 | -0.5 | 0.8
CCCCN(C)C(=O)c1cc2cc3cc(OC)ccc3nc2o1 | 3 | 10 | 3.9 | 5.7 | -0.7 | 0.8 | 3 | 6 | i | -0.7 | 1.9
COc1ccc(S(=O)(=O)N2CCc3ccccc32)cc1NC(C)=O | -2 | -1 | 0.3 | 1.1 | -0.9 | -1.7 | -1 | -2 | 2 | -0.7 | -0.5
Cc1cccc(-c2nc(=S)c3c(n2Cc2ccco2)CCCC3)c1 | -5 | -1 | -3.3 | 0.7 | -1.9 | -0.8 | 0 | -1 | -2 | -2.4 | -1.5
CC(CCN1CCC(C(O)(c2ccccc2)c2ccccc2)CC1)Oc1cccc(C(F)(F)F)c1 (stereo unspecified) | -20 | -16 | 1.3 | / | 0.2 | 6.4* | -4 | -5 | 9 | / | 0.0
O=C(CSCc1cccc(Br)c1)NC1CC1 | 0 | -1 | 2.4 | 1.6 | -1.5 | -0.9 | -3 | -3 | -1 | 0.5 | 0.0
CCOC(=O)C1CCN(C/C=C/c2ccccc2OC)CC1 | 5 | -2 | 1.6 | -0.8 | -1.5 | 0.0 | -1 | 0 | 1 | 0.0 | 0.4
Cc1sc2nc(C(C)C)oc(=O)c2c1C | -1 | 1 | 0.6 | -0.5 | -0.4 | 0.8 | -1 | 8 | 2 | -0.2 | 0.6
O=C(CSc1nc2c(c(C(F)(F)F)n1)CCc1ccccc1-2)NCc1ccccc1 | 2 | -5 | 0.0 | -0.2 | -1.1 | 0.1 | 1 | -9 | -15 | 2.4 | 0.1
O=C(NCCN1C(=O)S/C(=C\c2ccc(Cl)c(Cl)c2)C1=O)c1ccc2c(c1)C(=O)N(Cc1ccncc1)C2=O | 1 | -1 | 1.3 | 0.2 | 0.2 | -1.2 | -1 | 6 | -2 | 0.0 | 1.3
O=C1CCCN1C(=O)COc1ccccc1[N+](=O)[O-] | 12 | 0 | -1.4 | 2.9 | -0.9 | 0.2 | -2 | 2 | -17 | 1.4 | -0.1
O=C(CCN1C(=O)C2CC=CCC2C1=O)Nc1nccs1 (stereo unspecified) | 2 | 3 | 1.0 | 0.8 | -0.9 | 0.3 | -1 | 13 | -4 | 0.2 | -0.3
FC(F)(F)c1ccccc1Cc1c(-c2cccc(Cl)c2)nc2ccc(Br)cn12 | -17 | -5 | 3.1 | / | -0.4 | 0.9 | 2 | -6 | 7 | / | 1.7
OC1(c2ccc(Cl)cc2)CCN(Cc2c[nH]c3ccccc23)CC1 | -13 | -20 | -2.2 | 0.8 | -0.9 | 3.3 | -1 | -4 | -11 | -0.7 | -0.5
CCc1nc(SCC(=O)Nc2ccc(F)cc2F)c2c(=O)n(C)c(=O)n(C)c2n1 | 3 | -1 | -0.1 | 0.4 | -0.7 | -0.9 | 4 | 3 | 0 | 1.6 | 0.0
CCN(CC)C(=O)c1cccc(-c2csc(C(C)(NC(C)=O)c3ccccc3)n2)c1 (stereo unspecified) | 5 | 2 | -2.9 | 0.6 | -0.7 | -1.7 | -1 | -2 | -15 | / | -0.5
CC(C)c1ccc(CC(=O)N2CCC2(C)C(=O)NS(=O)(=O)c2ccc(Cl)s2)cc1 (stereo unspecified) | -4 | 1 | -1.0 | 1.0 | -0.8 | -0.7 | -2 | -3 | -13 | / | 0.6
c1ccc(SCCc2ccncc2)cc1 | -6 | / | -0.6 | 3.2 | -1.3 | -0.2 | 1 | / | -1 | 1.0 | -1.2
O=C(NC1CCCC1)C(C1CC1)n1c(C2CCCC2)nc2ccccc21 (stereo unspecified) | 2 | -8 | -1.8 | / | -1.4 | 0.7 | -5 | -3 | -9 | / | 0.1
COc1ccc(C(C)(O)c2nc(/C=C/c3ccccc3)cs2)cc1 (stereo unspecified) | -21 | 6 | 0.3 | 0.8 | -0.9 | 0.7 | -2 | -2 | 7 | / | 1.1
O=C(Nc1nccs1)c1ccc(N2C(=O)[C@@H]3[C@H](C2=O)[C@H]2C=C[C@@H]3C2)cc1 | 1 | -3 | 12* | 5.4 | -0.9 | 2.3 | 1 | -1 | -9 | 4.5* | 2.6
CC(Oc1ccc(Cl)cc1)C(=O)/C=C/N(C)C (stereo unspecified) | -16 | -3 | 0.2 | 0.7 | -0.1 | 1.1 | 2 | 7 | -2 | -1.6 | 0.9
COC(=O)c1sccc1NC(=O)c1ccco1 | -11 | 2 | -0.2 | 1.7 | -1.3 | -1.7 | -1 | 0 | 1 | -0.9 | -0.5
Cc1cnc(NC(=O)c2c(-c3ccccc3)noc2C)s1 | 0 | 0 | 1.0 | 1.2 | -0.5 | 2.3 | 2 | -1 | 3 | -1.6 | -1.2
COC(=O)c1c(N)sc2c1CCN(c1ncc(C(F)(F)F)cc1Cl)C2 | 0 | 0 | -4.1 | -2.1 | -1.4 | -2.7 | 0 | -10 | -28 | -0.5 | -0.3
Cn1c(=O)c(=O)n(C)c2cc(S(=O)(=O)Nc3ccc4c(c3)OCCO4)ccc21 | 10 | 0 | -10 | -15 | -2.9 | -5.2 | -9 | 1 | -10 | -0.2 | -3.3

High-throughput results (PubChem BioAssay)
